CXXC DNA block: inhibitors of human MLL CXXC domain-DNA interaction; Q03164; MLL-CXXC / FITC-HOXA9 DNA fluorescence polarization; Potency, µM (highest dose often 115 µM), inactives show top-dose activity change, negative = inhibition, usual class: inhibitors; actives 0.037% (n = 290,000); active = well fitted inhibition curve with a large enough effect in the polarisation, with a control signal flat, not every such curve was filed as active; inconclusive = small, poorly fitted or top-dose-only effect, or effect the other way, or a change in a side signal; inactive = no such curve, though single readings can be large or run the other way; the % refers to the polarisation; note: potency is the fitted concentration of half-maximal effect
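Fluorescence polarization: 7 uM MLL-CXXC (stock) preincubated 5 min with compounds, then 50 nM fluorescein-HOX-A9 DNA (stock) added; 30 min ambient. Buffer 50 mM Tris-HCl pH 7.5, 50 mM NaCl, 1 mM DTT, 0.05% BSA.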
BRCA1 expr act: BRCA1 expression activation; MCF7-BRCA1-FFLuc reporter, luminescence, 48 h; response scale: scaled: vehicle 0%, 10 µM genistein 100%; Potency, µM (highest dose often 46.1 µM), inactives show at the top dose activation, most hits filed as activators; actives 1.1% (n = 380,000); note: potency is the fitted concentration of half-maximal effect; nearly all actives have a fitted effect of over 80% in size; some results filed as inactive show a strong effect at the top dose
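Luminescence from a BRCA1-driven firefly luciferase in MCF7 cells was read after 48 h compound exposure at 37 C. Data normalized against DMSO and a 10microM genistein activation control, then curve-fitted across the titration.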
TRPV1 ag: activates the human vanilloid receptor TRPV1 | Q8NER1 | actives 0.19% (n = 320,000) | AID 540275 | activation, % at 8.33 µM | TRPV1-expressing cells, Fluo-8 calcium influx, agonist mode; in the data active = activation above about 80%; inconclusive = between about 30% and that limit; note: 0% is about no effect
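TRPV1-expressing cells were cultured overnight at 35.5C and loaded with Fluo-8 calcium dye for 40 to 90 min at room temperature. After a 10 s baseline, compound was added and calcium influx was read kinetically for 3 min (ex 480/em 520 nm).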
a7 integrin act: activators of alpha7 integrin expression for muscular dystrophy | alpha7betagal myoblasts, beta-gal FDG fluorescence, 48 h | Potency, µM (series often up to 38.3 µM), for inactives: at the highest dose activation, usual class: activators | actives 0.064% (n = 350,000) | AID 624291;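 note: potency is the fitted concentration of half-maximal effect; 100% = response of the positive control SU9516; nearly all actives have a fitted effect of over 60% in size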
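alpha7betagal+/- myoblasts (passage 13, 250/well) treated 48 h at 37C with compounds at 1:260 dilution of DMSO stock. Lysed, then beta-galactosidase activity read as FDG fluorescence (ex 480/em 540) after 30 min, with pre-read for autofluorescence.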
TCR activator: activates T cell receptor signaling. primary human leukocytes, anti-CD3, IL-2 HTRF, 48 h. Potency, µM (doses to about 9.22 µM), for the others: at the highest dose activation of IL-2 secretion, most hits filed as activators. 330,000 tested, under 10 active. AID 504894; note: % of control where 0% means no effect
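IL-2 produced over 48 hr by a-CD3 bead-stimulated primary human leukocytes exposed to compounds was detected with a homogeneous time-resolved FRET immunoassay, 665nm acceptor signal after 320nm excitation.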
B2AR arrestin: recruits beta-arrestin to the human beta2-adrenergic receptor; P07550; beta-arrestin recruitment to beta2AR, cell-based reporter; Potency, µM (series often up to 46.1 µM), without a hit: at the top dose activation, most hits filed as activators; actives 0.02% (n = 330,000); AID 492947;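 note: potency is the fitted concentration of half-maximal effect; 0% = DMSO controls and full agonism = EC100 isoproterenol or metaproterenol; nearly all actives have a fitted effect of over 65% in size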
PTAP TSG101 blk: blocks PTAP/TSG101 interaction to inhibit HIV-1 budding. Fluorescence polarization, FITC-PTAP peptide / Tsg101 binding. Potency, µM (highest dose often 115 µM), inactives show top-dose activity change, negative = inhibition, most hits filed as inhibitors. 340,000 tested, under 10 active. Q99816; active = well fitted inhibition curve with a large enough effect in the main read-out, with a control signal flat, not every such curve was filed as active; inconclusive = small, poorly fitted or top-dose-only effect, or effect the other way, or a change in a side signal; inactive = no such curve, though single readings can be large or run the other way; note: potency is the fitted concentration of half-maximal effect; % of control where 0% means no effect
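Steps: Tsg101 binding domain dispensed (10 uM final), compounds pinned in DMSO, FITC-labeled PTAP-motif peptide added (50 nM final); after 20 min binding at room temperature, polarization measured.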
p53 reactivation: restores transcriptional activity of mutant p53; Potency, µM (highest dose often 92.2 µM), for the others: at the highest dose activity change, positive = activation, usual class: activators; actives 0.063% (n = 320,000); H1299 p53-A138V BP100-luciferase reporter, luminescence, 24 h; note: potency is the fitted concentration of half-maximal effect; % of control where 0% means no effect; nearly all actives have a fitted effect of over 45% in size
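p53-null H1299 cells stably carrying temperature-sensitive p53-A138V and a BP100-luciferase reporter were pinned with compounds (4-point, 1:5 series) and held 24 hrs at 37 deg C. Luminescence was read 10 min after detection reagent.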
AT treatment: candidate therapy for ataxia-telangiectasia | actives 0.19% (n = 320,000) | […] A-T fibroblasts, KAP-1 phosphorylation AlphaLISA; neocarzinostatin DNA damage 30 min before lysis | Potency, µM (highest dose often 57.5 µM), for the others: at the top dose activation, most hits filed as activators; note: potency is the fitted concentration of half-maximal effect; % of control where 0% means no effect; nearly all actives have a fitted effect of over 45% in size
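hTERT-immortalized A-T patient fibroblasts ([…]), 500 cells/well in OPTI-MEM, 1% FBS, got compounds for 60 min, then NCS for 30 min at 37C. Lysates were then assayed for phospho-KAP-1 by AlphaLISA (anti-pKAP1 donor, anti-KAP1 acceptor beads), 6 hr at 25C.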
ELG1 DNA repair: blocks ELG1-dependent DNA repair in HEK293T cells; actives 2.3% (n = 330,000); HEK293T ELG1-luciferase reporter, luminescence, 16 h; DNA damage induced by 5-fluorouridine; Potency, µM (doses to about 46.1 µM), for the others: at the highest dose activity change, negative = inhibition, most hits filed as inhibitors; note: potency is the fitted concentration of half-maximal effect; % is set by controls: 0 for no effect and ±100 for the full control effect; nearly all actives have a fitted effect of over 55% in size
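Reporter activity after DNA damage by 5-fluorouridine is monitored. Compound-treated cells incubate 16 hr at 37 °C, then ONE-Glo is added for 30 min before luminescence reading.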
* marks the source's active call; other numbers are inactive results; [ ] = remark or other dose. Unless noted, calls come from the whole dose curve; as a rule, active = well fitted curve in the direction sought with a large enough effect; inconclusive = small, poorly fitted or top-dose-only effect, or another doubt; inactive = no such curve, though single readings can be large; an effect the other way counts as inactive or inconclusive.

`COc1ccccc1CN1C(=O)C2CC=CCC2C1=O` (centres undefined) gave CXXC DNA block 1%, BRCA1 expr act 4%, TRPV1 ag 0, a7 integrin act 12%, TCR activator 1%, B2AR arrestin 0.2%, PTAP TSG101 blk -1%, p53 reactivation -10%, AT treatment 0% and ELG1 DNA repair -15%.
Screening COc1ccc(C(=O)c2ccc(Cl)c([N+](=O)[O-])c2)cc1 returned CXXC DNA block 8%, BRCA1 expr act -80%, TRPV1 ag 12, a7 integrin act -36%, TCR activator 0%[46.1 µM], B2AR arrestin -0.7%, PTAP TSG101 blk -4%, p53 reactivation 10%, AT treatment -4% and ELG1 DNA repair -4%.
Cc1ccc(C)c(N2CCN(C(=O)c3ccc(CS(=O)Cc4ccc(Cl)cc4)o3)CC2)c1 (centres undefined) was read as CXXC DNA block 0%, BRCA1 expr act -28%, TRPV1 ag 3, a7 integrin act -17%, TCR activator -3%, B2AR arrestin 0.1%, PTAP TSG101 blk -4%, p53 reactivation -5%, AT treatment -1% and ELG1 DNA repair 15µM*.
`COc1ccc(NC(=O)c2ccc(Cl)cc2)c[n+]1[O-]` gave CXXC DNA block 14%, BRCA1 expr act -7%, TRPV1 ag -3, a7 integrin act 4%, TCR activator -11%, B2AR arrestin 0.2%, PTAP TSG101 blk 0%, p53 reactivation -2%, AT treatment -13% and ELG1 DNA repair -17%.
COc1ccc(NS(=O)(=O)c2cccc(C(=O)NCC(c3ccc(F)cc3)N3CCOCC3)c2)cc1 (centres undefined) was read as CXXC DNA block 2%, BRCA1 expr act -7%, TRPV1 ag 0, a7 integrin act -26%, TCR activator 5%, B2AR arrestin 0.7%, PTAP TSG101 blk -2%, AT treatment -8% and ELG1 DNA repair inconclusive.
O=S(=O)(c1ccc(Cl)s1)N1CCC(Cc2ccccc2)CC1 was read as CXXC DNA block 6%, BRCA1 expr act 2%, TRPV1 ag 15, a7 integrin act 5%, TCR activator 2%, B2AR arrestin 0.4%, PTAP TSG101 blk 0%, p53 reactivation 5%, AT treatment 2% and ELG1 DNA repair 8%.
O=C(O)c1cc(S(=O)(=O)N2CC3CC3C2C(=O)O)c(Cl)cc1Cl (centres undefined) was read as CXXC DNA block -2%, BRCA1 expr act 8%, TRPV1 ag 0, a7 integrin act 10%, TCR activator 2%, B2AR arrestin 0.2%, PTAP TSG101 blk -3%, p53 reactivation -11%, AT treatment 0% and ELG1 DNA repair 6%.
`O=S(=O)(c1ccccc1)N1CCN=C1SCc1c(F)cccc1Cl` gave CXXC DNA block 5%, BRCA1 expr act -16%, TRPV1 ag 13, a7 integrin act -1%, TCR activator 0%, B2AR arrestin 0.0%, PTAP TSG101 blk -1%, p53 reactivation 0%, AT treatment 1% and ELG1 DNA repair 1%.
`CCNC(=S)N1CCN(CC(=O)Nc2ccc(Br)cc2)CC1` gave CXXC DNA block inconclusive, BRCA1 expr act -20%, TRPV1 ag inconclusive, a7 integrin act -16%, TCR activator 5%[46.1 µM], B2AR arrestin -0.2%, PTAP TSG101 blk 0%, p53 reactivation -15%, AT treatment -12% and ELG1 DNA repair 3%.
`N#CC1=C(N)SC(N)=C(C#N)C1c1ccc(C(F)(F)F)cc1` gave CXXC DNA block 6%, TRPV1 ag 3, B2AR arrestin -0.7%, p53 reactivation 6%, AT treatment 4% and ELG1 DNA repair -7%.
CCC(C)(C)n1nnnc1C(c1ccncc1)N1CCC(C)CC1 (centres undefined) was read as CXXC DNA block 2%, BRCA1 expr act -27%, TRPV1 ag 5, a7 integrin act 28%, TCR activator 2%[46.1 µM], B2AR arrestin -0.2%, PTAP TSG101 blk -10%, p53 reactivation -11%, AT treatment -4% and ELG1 DNA repair 5%.
Screening Cc1cc(=O)oc(C)c1C(=O)Nc1cnc2ccccc2c1 returned CXXC DNA block 17%, BRCA1 expr act -13%, TRPV1 ag -1, a7 integrin act 45%, TCR activator -5%, B2AR arrestin -0.1%, PTAP TSG101 blk -2%, p53 reactivation 1%, AT treatment 1% and ELG1 DNA repair inconclusive.
For O=C(COC(=O)CNC(=O)C1CCCCC1)Nc1ccc(Br)cc1Br the results were BRCA1 expr act 20%, TRPV1 ag 3, a7 integrin act -3%, TCR activator -20%, B2AR arrestin -0.3%, PTAP TSG101 blk -2%, p53 reactivation 12%, AT treatment 1% and ELG1 DNA repair 7%.
For COc1ccc(C(=O)NC2CC2)cc1OC1CCN(Cc2cnn(C)c2C)CC1 the results were CXXC DNA block 3%, BRCA1 expr act 0%, TRPV1 ag -1, a7 integrin act -3%, TCR activator 2%, B2AR arrestin 0.0%, p53 reactivation -1%, AT treatment 4% and ELG1 DNA repair -1%.
Screening CCc1nnc(NC(=O)[C@@H](NC(=O)c2cccc(S(=O)(=O)N(CC)CC)c2)C(C)C)s1 returned CXXC DNA block -3%, BRCA1 expr act -7%, TRPV1 ag -1, a7 integrin act 5%, TCR activator -1%, B2AR arrestin 3.4%, PTAP TSG101 blk -3%, p53 reactivation 0%, AT treatment 4% and ELG1 DNA repair -36%.
Screening O=C(CN1CCc2ccccc2C1)Nc1cc(S(=O)(=O)N2CCOCC2)ccc1N1CCOCC1 returned CXXC DNA block 3%, BRCA1 expr act -37%, TRPV1 ag 6, a7 integrin act -6%, TCR activator 4%[46.1 µM], B2AR arrestin -0.2%, PTAP TSG101 blk 1%, p53 reactivation 8%, AT treatment -2% and ELG1 DNA repair -9%.
Screening CCOC(=O)C1CCCN(c2c(NCCc3cccc(C)c3)c(=O)c2=O)C1 (centres undefined) returned CXXC DNA block 6%, BRCA1 expr act -8%, TRPV1 ag 1, a7 integrin act inconclusive, TCR activator 2%, B2AR arrestin 0.3%, PTAP TSG101 blk -5%, p53 reactivation 1%, AT treatment -12% and ELG1 DNA repair -2%.
Screening CC(Oc1ccc(F)cc1)C(O)CCN(C)C (centres undefined) returned CXXC DNA block -6%, BRCA1 expr act -15%, TRPV1 ag 3, a7 integrin act -3%, TCR activator 7%, B2AR arrestin -0.2%, PTAP TSG101 blk -4%, p53 reactivation 1%, AT treatment 3% and ELG1 DNA repair 2%.
O=c1[nH]c(=S)[nH]c2sccc12 was read as CXXC DNA block 9%, BRCA1 expr act 61%, TRPV1 ag 1, a7 integrin act 7%, B2AR arrestin 0.1%, PTAP TSG101 blk -1%, p53 reactivation -3%, AT treatment -5% and ELG1 DNA repair 7%.
For CCc1ccc(S(=O)(=O)N2CCN(C(=O)c3cccnc3)CC2)cc1 the results were CXXC DNA block -3%, BRCA1 expr act 6%, TRPV1 ag 1, a7 integrin act -28%, TCR activator 3%, B2AR arrestin 0.3%, PTAP TSG101 blk -3%, AT treatment -2% and ELG1 DNA repair -5%.
CCN1C(=O)[C@H]2[C@@H](c3ccc(-c4ccc(C(C)=O)cc4)cc3)N3CCC[C@@]3(C(=O)OC)[C@H]2C1=O was read as BRCA1 expr act 0%, TRPV1 ag 3, a7 integrin act -37%[inhibitor], TCR activator -1%, B2AR arrestin -0.1%, PTAP TSG101 blk -1%, p53 reactivation 5%, AT treatment 22% and ELG1 DNA repair -17%.
CC(C)(C)c1cc(NC(=O)COC(=O)c2nccnc2N)n(-c2ccccc2)n1 was read as CXXC DNA block -2%, BRCA1 expr act 0%, TRPV1 ag 0, a7 integrin act 5%, TCR activator -4%, B2AR arrestin 3.6%, PTAP TSG101 blk -1%, p53 reactivation -2%, AT treatment 2% and ELG1 DNA repair 26%.
Screening COc1ccccc1CNC(=O)[C@@H]1CCCN1S(=O)(=O)c1ccccc1F returned CXXC DNA block -3%, BRCA1 expr act -25%, TRPV1 ag -1, a7 integrin act -11%, TCR activator -28%, B2AR arrestin 0.3%, PTAP TSG101 blk 0%, p53 reactivation -1%, AT treatment 2% and ELG1 DNA repair 1%.
CCN1CCc2c(OCC(=O)Nc3ccccc3)cccc2C1=O was read as CXXC DNA block 35%[activator], BRCA1 expr act -18%, TRPV1 ag -5, a7 integrin act -5%, TCR activator 1%, B2AR arrestin -0.1%, p53 reactivation -7%, AT treatment 13% and ELG1 DNA repair -3%.
Screening Cc1ccc(-c2csc(N(Cc3ccccc3)C(=O)COc3ccccc3)n2)cc1 returned CXXC DNA block -5%, BRCA1 expr act 4%, TRPV1 ag -1, a7 integrin act -3%, TCR activator 1%, B2AR arrestin 6.8%, PTAP TSG101 blk -1%, p53 reactivation -16%, AT treatment 1% and ELG1 DNA repair 21%.
C[C@@H]1CN(C(=O)c2nc3ccc(Cl)cn3c2CN(C)CCc2cnn(C)c2)C[C@H](C)O1 was read as CXXC DNA block 5%, BRCA1 expr act 7%, TRPV1 ag -1, a7 integrin act 0%, TCR activator -3%, B2AR arrestin 0.4%, PTAP TSG101 blk -2%, p53 reactivation 3%, AT treatment 3% and ELG1 DNA repair 28%.
